Screening results: PubChem, several laboratories
Runt-SMMHC FRET: inhibitors of RUNX1 Runt–CBFb-SMMHC binding, primary screen, biochemical, FRET, Cerulean-Runt, Venus-CBFb-SMMHC, uHTS; AID 1434, 2008; Runt-related transcription factor 1 (Homo sapiens) + Core-binding factor subunit beta …; inhibition, % at 20 µM; actives 0.74% (n = 220,000); Cerulean-Runt/Venus-CBFb-SMMHC FRET ratio 530/480, 1 h;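 active = mean inhibition across duplicate retests at 20 µM reaching about 50%, limit read from the data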;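 note: 0% = DMSO wells and 100% = wells with excess untagged CBFb-SMMHC; inhibitors lower the FRET ratio by blocking Runt binding to CBFb-SMMHC; some results filed as inactive read as strong as hits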
EBV gp42 block: Epstein-Barr virus gp42 inhibitors, primary screen, biochemical, uHTS, fluorescence polarization; inhibition, % (tested at 21.74 µM); actives 0.42% (n = 220,000); Glycoprotein 42 (Epstein-Barr virus (strain AG876)), Q1HVG2; AID 1085, 2008; Fluorescence polarization binding assay, mP read-out; in the data active = inhibition above about 50%
Target sequence (Q1HVG2 whole entry, looked up): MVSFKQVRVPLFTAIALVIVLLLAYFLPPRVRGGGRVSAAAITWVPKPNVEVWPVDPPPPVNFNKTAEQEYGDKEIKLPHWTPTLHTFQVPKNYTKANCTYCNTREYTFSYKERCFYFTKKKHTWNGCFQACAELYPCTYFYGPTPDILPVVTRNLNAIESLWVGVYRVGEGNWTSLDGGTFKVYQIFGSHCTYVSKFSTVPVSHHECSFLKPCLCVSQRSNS
Runt-CBFb FRET: inhibitors of RUNX1 Runt–CBFb binding, primary screen, biochemical, FRET, Cerulean-Runt, Venus-CBFb, uHTS. actives 0.46% (n = 220,000). AID 1496, 2009. Cerulean-Runt/Venus-CBFb FRET ratio 530/480, 1 h. Runt-related transcription factor 1 (Homo sapiens) + Core-binding factor subunit beta …. inhibition, % at 20 µM;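 active = inhibition over about 50% at 20 µM in the single-dose screen, limit read from the data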;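 note: 0% = DMSO wells and 100% = excess unlabeled CBFb competitor control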
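Reagent – Venus-CBFb binding partner, 100 nM · Assay system – Cerulean-tagged RUNX1 Runt domain (FRET donor) fusion protein · Input – 100 nM per protein · Incubation – two 1 h room-temperature incubations shielded from light · Measured by – FRET fluorescence · Medium – Tris buffer pH 7.5 with salts and BSA · Benchmarks – unlabeled CBFb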
RBBP9 inhibitor: human RBBP9 inhibitors, primary screen, biochemical, fluorescence polarization, FP-Rh probe, HTS | recombinant RBBP9 | inhibition, % at 7.94 µM | actives 0.2% (n = 220,000);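 active = inhibition above the campaign mean of all tested compounds plus 3 SD, cut at about 14% in these data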;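 note: plate controls were DMSO wells with RBBP9 for no effect and wells lacking RBBP9 protein for full effect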
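Material: RBBP9 protein. Amount: RBBP9 at 2.5 µM in dispensed solution, before mixing. Schedule: 30 min then 45 min, 25 °C. Medium: Tris buffer pH 8.0, NaCl, Pluronic. Measured by: fluorescence polarization. Measure: percent inhibition from mP, scaled between DMSO and no-protein wells. Replication: one well per compound.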
p47phox inh: p47phox/p22phox peptide binding inhibitors, primary screen, biochemical, uHTS, NADPH oxidase regulatory subunit. inhibition, % at 24.7 µM. actives 0.53% (n = 220,000). AID 1274, 2008. fluorescence polarization, 2 h;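 active = inhibition above about 30%, limit read from the data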;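 note: 0% = p47phox with labelled peptide and 100% = labelled peptide alone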
Furin inh: human furin inhibitors, primary screen, biochemical, fluorescence intensity; actives 0.061% (n = 220,000); purified furin, fluorogenic substrate cleavage; AID 463115, 2010; inhibition, % at 30 µM; in the data active = inhibition above about 25%; note: inactives centre near -15
Tb hexokinase: Trypanosoma brucei hexokinase 1 inhibitors, primary screen, biochemical, G6PDH-coupled NADH absorbance, MLSCN library | hexokinase 1 [Trypanosoma brucei] | recombinant TbHK1, G6PDH-coupled NADH A340 | inhibition, % at 10 µM | actives 0.11% (n = 220,000) | AID 1430, 2008;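 active = inhibition of 50% or more in the single-dose primary screen; inactive = inhibition below 50%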
p97 inhibitor: inhibitors of human p97 ATPase, primary screen, biochemical | Transitional endoplasmic reticulum ATPase (Homo sapiens), P55072 | recombinant p97 ATPase, Kinase-Glo ATP luminescence, 3 h | actives 0.42% (n = 220,000) | inhibition, % at 8 µM; in the data active = inhibition above about 15%;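 note: 0% = DMSO vehicle and 100% = wells lacking enzyme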
Target sequence (P55072 whole entry, looked up): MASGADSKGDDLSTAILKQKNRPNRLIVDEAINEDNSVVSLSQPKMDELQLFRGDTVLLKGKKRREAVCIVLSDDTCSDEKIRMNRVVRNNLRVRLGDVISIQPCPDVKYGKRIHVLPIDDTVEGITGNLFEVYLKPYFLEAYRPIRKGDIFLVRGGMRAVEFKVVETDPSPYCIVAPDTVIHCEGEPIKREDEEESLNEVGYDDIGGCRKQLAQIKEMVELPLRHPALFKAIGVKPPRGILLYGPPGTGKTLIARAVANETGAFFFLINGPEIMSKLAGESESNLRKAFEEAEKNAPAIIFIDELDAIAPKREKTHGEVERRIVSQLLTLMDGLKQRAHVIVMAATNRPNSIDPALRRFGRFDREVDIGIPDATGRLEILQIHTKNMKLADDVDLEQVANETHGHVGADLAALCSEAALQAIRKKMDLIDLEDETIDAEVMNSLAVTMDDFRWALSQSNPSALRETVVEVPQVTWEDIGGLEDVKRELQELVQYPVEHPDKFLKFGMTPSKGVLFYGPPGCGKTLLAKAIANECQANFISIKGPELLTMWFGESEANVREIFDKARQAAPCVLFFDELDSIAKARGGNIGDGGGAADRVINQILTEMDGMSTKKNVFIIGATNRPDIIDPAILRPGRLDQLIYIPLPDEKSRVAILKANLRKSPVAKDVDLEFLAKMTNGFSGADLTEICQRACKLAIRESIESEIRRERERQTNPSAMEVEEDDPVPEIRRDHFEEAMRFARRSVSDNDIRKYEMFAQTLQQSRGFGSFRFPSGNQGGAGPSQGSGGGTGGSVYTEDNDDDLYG
Calpain2 inh: inhibitors of pig calpain II, primary screen, biochemical, fluorogenic peptide substrate, 1536-well. actives 0.37% (n = 220,000). purified calpain II, 30 min. inhibition, % at 16 µM;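 active = inhibition above about 50%, limit read from the data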
Active calls of the source: *; x = not tested or not shown; [ ] = another dose, or the depositor's remark.

SMILES | Runt-SMMHC FRET | EBV gp42 block | Runt-CBFb FRET | RBBP9 inhibitor | p47phox inh | Furin inh | Tb hexokinase | p97 inhibitor | Calpain2 inh
CCOC(=O)c1[nH]c(C)c(/C(O)=C2\C(=O)C(=O)N(CCN(C)C)C2c2ccc(C)o2)c1C (centres undefined) | 3.6 | -12.9 | 9.2 | -5.6 | -17.9 | 0.1 | -18.1 | -4.8 | -3.8
O=C1CC(c2ccccc2)CC2=C1CN(C1CCCCC1)CN2 (centres undefined) | 7.3 | -6.6 | 5.0 | 3.8 | -3.5 | -16.8 | 4.0 | 2.1 | -6.9
Cc1ccc(NC(=O)c2ccccc2OCC(=O)c2ccccc2)cc1 | 0.2 | -9.0 | -0.3 | -9.2 | -9.4 | 0.9[20 µM] | -7.0 | -5.1 | -7.6
CC(C)COP(=O)(OCC(C)C)C(Nc1ccccc1)c1ccccc1 (centres undefined) | -3.2 | -2.4 | -5.1 | 3.0 | -0.8 | 3.4 | -3.9 | -3.5 | 15.0
CCN(CC)S(=O)(=O)c1ccc(-c2nnc(SCC(C)=O)o2)cc1 | -3.9 | -17.9 | 1.8 | -4.0 | 1.1 | -20.5[20 µM] | -2.0 | -0.3 | 5.6
COc1ccc(/C=N/NC(=O)COc2cccc3ccccc23)c(C(=O)O)c1OC | 1.3 | -3.4 | -1.0 | -6.5 | 3.8 | -28.5 | -10.4 | -1.8 | -3.0
COC(=O)c1ccc2c(=O)n(Cc3ccc(C(=O)NCCCN4CCC(C)CC4)cc3)c(=S)[nH]c2c1 | 2.3 | 2.5 | 0.4 | -9.4 | -19.7 | -11.4 | -5.2 | -0.5 | -49.0
O=C(CS(=O)(=O)c1ccccc1)Nc1ccccn1 | 1.0 | -1.4 | 0.0 | 1.2 | 0.2 | -15.1 | -0.4 | 1.0 | -4.8
COc1cc(Cl)c(C)cc1NC(=O)CN(C)Cc1cccc(OC)c1OC | -4.1 | -0.1 | 19.9 | -6.2 | -14.2 | -12.8 | 1.6 | -9.8 | 37.9
CC(=O)C1=C(O)C(=O)N(CCC(=O)O)C1c1ccc(Cl)cc1Cl (centres undefined) | -8.2 | -21.7 | -1.0 | -2.3 | -7.4 | -8.6[20 µM] | -25.5 | -0.3 | 7.6
O=C1CS/C(=N/N=C/c2ccccc2OS(=O)(=O)c2ccccc2)N1 | -5.8 | -22.9 | 2.3 | -1.9 | -10.8 | -12.7 | -49.3 | 7.0 | -5.9
COc1ccc2occ(C(=O)c3cccs3)c2c1 | -1.9 | 1.4 | 0.9 | 11.4 | 1.0 | -20.9[20 µM] | -4.4 | 3.9 | -11.6
CC(=O)Nc1ccc(NC2=C(Cl)C(=O)c3ccccc3C2=O)cc1 | 1.5 | 2.7 | 2.8 | -2.6 | 11.7 | -8.6 | -10.8 | 1.4 | 33.1
COC(=O)c1ccc(NC(=O)COc2ccc(S(=O)(=O)N3CCCCC3)cc2)cc1 | -1.9 | -6.8 | 1.5 | -8.7 | -1.7 | -12.5[20 µM] | -6.2 | 1.2 | -33.5
Cc1ccc(SC(C)C(=O)Nc2ccccc2-c2ccccc2)cc1 (centres undefined) | 1.1 | -2.9 | -0.8 | -2.7 | -1.6 | -1.9 | 4.3 | -0.3 | 12.8
COc1ccc2nc(N(CCN(C)C)C(=O)/C=C/c3cccs3)sc2c1 | -0.4 | -10.8 | -4.3 | -0.6 | -4.5 | -7.0 | -33.5 | -1.1 | -28.4
O=C(NNS(=O)(=O)c1ccc([N+](=O)[O-])cc1)c1cnn(-c2ccccc2)c1-n1cccc1 | -1.0 | 1.1 | -1.4 | -11.8 | -0.7 | -13.8[20 µM] | -2.2 | -5.2 | -2.5
COc1cc(OC)c2c(=O)cc(-c3cccnc3)oc2c1 | 1.2 | -3.5 | 1.7 | -6.2 | -1.4 | -19.6 | -28.3 | 5.9 | -58.9
COc1ccc(C(=O)NCc2nc3ccccc3[nH]2)cc1OC | -0.5 | -9.2 | 3.2 | 5.6 | 1.2 | -15.2 | 0.5 | 7.2 | -9.3
COc1cccc2cc(C(=O)OCC(=O)NCc3ccc4c(c3)OCO4)c(=O)oc12 | 2.9 | -31.3 | 3.5 | -9.9 | -5.0 | -11.5 | -14.4 | 5.6 | 8.0
CC(C)(C)C(=O)Nc1nc(-c2ccccc2)ns1 | -0.5 | -17.1 | -1.6 | 0.1 | -13.7 | -9.5[20 µM] | -0.3 | 3.9 | -6.4
CC(C)Sc1nnc([C@H](C)NC(=O)OC(C)(C)C)o1 | 0.4 | 6.7 | -1.2 | -5.7 | -1.4 | -26.0 | 3.4 | -0.7 | -6.6
CC1=NOC(=O)/C1=C\c1ccc2c(c1)OCO2 | 12.6 | -12.4 | 1.7 | -3.9 | -3.4 | -18.2 | -2.0 | 11.8 | 4.1
Cc1c(Nc2nc(-c3cccc([N+](=O)[O-])c3)cs2)c(=O)n(-c2ccccc2)n1C | 1.5 | 1.0 | 1.7 | -4.0 | 3.7 | -20.1 | 1.4 | 0.8 | 3.1
O=C(NN1C(=O)c2ccccc2NC1c1ccoc1)c1ccccc1 (centres undefined) | -0.9 | 4.6 | x | -7.6 | -7.5 | -25.7 | -6.4 | 1.1 | -151.5
CC(C)NS(=O)(=O)c1ccc(OCC(=O)Nc2ccc3c(c2)OCO3)c(Cl)c1 | -85.6 | -16.2 | -1.0 | 0.1 | -9.3 | -7.8[20 µM] | 1.6 | 2.5 | -4.1
CCOc1ccc(OCCCN(C)C)cc1 | 2.9 | 3.9 | 1.0 | 0.8 | -8.8 | -6.2[20 µM] | -5.4 | 0.2 | 14.7
CN=C1SC(CC(=O)Nc2ccc(N3CCOCC3)cc2)C(=O)N1C (centres undefined) | -3.4 | -25.0 | 2.2 | -5.5 | 1.0 | -20.3[20 µM] | 4.9 | -3.6 | 13.3
Cc1ccc(NCC(=O)N/N=C/c2cccc(Oc3ccccc3)c2)cc1 | 0.2 | -15.9 | 1.7 | -7.1 | -20.3 | -19.0 | 5.8 | 8.6 | 14.8
COC(=O)c1ccccc1N1CCS(=O)(=O)CC1 | -0.2 | 6.9 | 0.6 | -0.6 | -3.7 | -22.1 | -2.8 | 0.7 | -10.7
O=C(CSc1nnc(-c2ccccn2)n1Cc1ccco1)c1ccccc1 | 3.6 | -3.7 | 3.4 | 2.8 | -13.5 | -19.1 | -0.8 | -5.7 | 3.5
O=C(Nc1nnc(COc2ccccc2)s1)c1ccco1 | -2.6 | -10.7 | -2.5 | 0.7 | -15.3 | -23.8 | -8.4 | 5.7 | 26.7
O=c1[nH]c(CSc2ccccc2)nc2c1oc1ccccc12 | -1.2 | -0.7 | -1.1 | -6.4 | -9.2 | -9.3 | -5.5 | 1.1 | -7.6
COc1ccc(OC)c(NC(=S)N2CCc3ccccc3C2)c1 | 94.4 | 3.3 | 0.6 | 1.8 | 1.7 | -23.6 | 4.0 | 8.4 | 34.5
Cc1cccc(NC(=O)c2nc[nH]c2C(=O)N[C@@H](C)C(=O)OCc2ccccc2)c1 | 1.1 | -7.8 | -1.4 | x | -3.5 | -17.7 | -6.7 | x | 10.6
Cc1ccccc1NC(=O)C(NC1CCCCC1)C(C)C (centres undefined) | 0.2 | -16.5 | -3.1 | 2.9 | 7.5 | -28.1 | 3.7 | 5.5 | 9.0
COc1ccc(-c2cn3c(C)c(C(=O)N4CCN(c5ccc(F)cc5)CC4)sc3n2)cc1 | -3.0 | -13.3 | -3.6 | -2.5 | -11.2 | -1.5 | -7.0 | -1.1 | -6.2
COc1ccc(S(=O)(=O)CCC(=O)N2CCN(c3ccc(F)cc3)CC2)cc1 | 0.2 | -16.5 | 0.8 | -4.2 | -1.3 | -15.7 | -7.0 | -2.0 | 2.3
Cc1cccc(NC(=O)c2cnc3sccn3c2=O)c1C | 3.5 | -4.1 | 1.5 | 4.1 | -25.0 | -6.7 | -26.9 | 5.3 | -52.9
O=C(c1ccc(Cl)cc1)N1CCC(c2nc(-c3cccs3)no2)CC1 | 2.3 | -10.2 | -1.3 | -5.1 | -0.7 | -14.3 | 1.0 | -0.1 | 0.2
C=CCCOc1ccccc1C(N)=O | 0.7 | -12.6 | 1.1 | 1.1 | -5.8 | -9.9 | 0.7 | 8.7 | 12.0
COc1ccc(S(=O)(=O)O/N=C2\CCSc3ccc(C)cc32)cc1 | -1.2 | 4.3 | 0.7 | -4.6 | -17.6 | -7.3[20 µM] | 3.8 | -5.2 | 6.8
Cc1cc(C)n2ncc(S(=O)(=O)c3ccccc3)c2n1 | -0.2 | 3.4 | 2.3 | -11.0 | -9.9 | -24.3 | -4.9 | -3.7 | -83.7
COc1ccc(C(=O)OCCN2CCCCC2)cc1 | 0.8 | 2.7 | -1.6 | -6.0 | -5.5 | -13.4 | 9.9 | 1.7 | 1.3
Cc1cc(C)cc(C(=O)NCC(=O)OCC(=O)N2c3ccccc3NC(=O)C2(C)C)c1 | -0.1 | -4.3 | -0.2 | -5.3 | 15.8 | -15.7 | 1.1 | 7.6 | -42.2
COc1ccc(C(=O)c2c(N)sc3c2CCN(C(=O)OC(C)(C)C)C3)cc1 | -6.8 | -8.3 | 2.2 | -5.9 | -39.2 | -12.0 | -36.0 | 6.6 | -49.2
O=C(NCc1cccnc1)c1cnc2sccn2c1=O | -2.7 | -13.7 | 2.9 | -5.9 | -13.8 | -19.5 | -134.8 | 0.5 | -4.5
COC(=O)/C=C/c1cnc2ccccc2c1 | -7.2 | -12.0 | 0.6 | 0.3 | -1.0 | -6.8 | -8.7 | 6.8 | -1.0

Some of the entries so far, as labelled records.
> O=C1CS/C(=N/N=C/c2ccccc2OS(=O)(=O)c2ccccc2)N1
  Runt-SMMHC FRET: -5.8
  EBV gp42 block: -22.9
  Runt-CBFb FRET: 2.3
  RBBP9 inhibitor: -1.9
  p47phox inh: -10.8
  Furin inh: -12.7
  Tb hexokinase: -49.3
  p97 inhibitor: 7.0
  Calpain2 inh: -5.9

> COc1ccc2occ(C(=O)c3cccs3)c2c1
  Runt-SMMHC FRET: -1.9
  EBV gp42 block: 1.4
  Runt-CBFb FRET: 0.9
  RBBP9 inhibitor: 11.4
  p47phox inh: 1.0
  Furin inh: -20.9[20 µM]
  Tb hexokinase: -4.4
  p97 inhibitor: 3.9
  Calpain2 inh: -11.6

> CC(=O)Nc1ccc(NC2=C(Cl)C(=O)c3ccccc3C2=O)cc1
  Runt-SMMHC FRET: 1.5
  EBV gp42 block: 2.7
  Runt-CBFb FRET: 2.8
  RBBP9 inhibitor: -2.6
  p47phox inh: 11.7
  Furin inh: -8.6
  Tb hexokinase: -10.8
  p97 inhibitor: 1.4
  Calpain2 inh: 33.1

> COC(=O)c1ccc(NC(=O)COc2ccc(S(=O)(=O)N3CCCCC3)cc2)cc1
  Runt-SMMHC FRET: -1.9
  EBV gp42 block: -6.8
  Runt-CBFb FRET: 1.5
  RBBP9 inhibitor: -8.7
  p47phox inh: -1.7
  Furin inh: -12.5[20 µM]
  Tb hexokinase: -6.2
  p97 inhibitor: 1.2
  Calpain2 inh: -33.5
